# Bioassay records deposited in PubChem by National Center for Advancing Translational Sciences (NCATS).
# L3MBTL1 inh: inhibitors of human L3MBTL1; Q9Y468; AlphaScreen L3MBTL1–H3K9me1 peptide binding; Potency, µM (top dose mostly 57.1 µM), inactives show top-dose activity, negative = inhibition, usual class: inhibitors; actives 0.66% (n = 230,000); further: nearly all actives have a fitted effect of over 60% in size
#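 Displacement of a biotinylated histone H3(1-15) peptide monomethylated at Lys9 (75 nM) from L3MBTL1 (50 nM) was measured by AlphaScreen after a 30 min room-temperature compound incubation; cefsulodin titration served as intraplate control.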
# RECQ1 inh: RECQ1 (human) helicase inhibition; AID 2549; actives 0.54% (n = 240,000); Potency, µM (titrated, usually from 57.3 µM), without a hit: at the top dose activity, negative = inhibition, most hits filed as inhibitors; RECQ1 DNA unwinding, red fluorescence kinetic read; P46063;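 further: plate controls were vehicle for no effect and no enzyme for full effect; nearly all actives have a fitted effect of over 30% in size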
# Target sequence (P46063 whole entry, looked up): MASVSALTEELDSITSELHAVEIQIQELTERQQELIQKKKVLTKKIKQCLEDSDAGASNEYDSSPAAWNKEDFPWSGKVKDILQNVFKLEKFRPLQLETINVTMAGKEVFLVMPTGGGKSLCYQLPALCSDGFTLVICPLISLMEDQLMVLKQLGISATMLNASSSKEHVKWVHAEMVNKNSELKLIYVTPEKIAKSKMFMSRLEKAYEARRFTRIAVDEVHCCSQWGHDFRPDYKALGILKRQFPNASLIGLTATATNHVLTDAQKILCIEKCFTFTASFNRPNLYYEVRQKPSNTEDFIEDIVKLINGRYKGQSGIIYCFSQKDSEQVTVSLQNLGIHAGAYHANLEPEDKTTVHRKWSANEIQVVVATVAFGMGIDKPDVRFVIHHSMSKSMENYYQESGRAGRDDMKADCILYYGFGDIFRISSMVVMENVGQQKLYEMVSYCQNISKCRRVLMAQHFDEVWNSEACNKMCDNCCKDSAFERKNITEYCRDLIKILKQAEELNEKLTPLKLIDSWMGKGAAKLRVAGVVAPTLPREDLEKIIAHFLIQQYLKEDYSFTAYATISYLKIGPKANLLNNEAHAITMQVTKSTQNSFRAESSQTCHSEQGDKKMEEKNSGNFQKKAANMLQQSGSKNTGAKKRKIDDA
#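 RECQ1T1 50 nM; forked duplex (20 bp + 30-nt ss tails) 200 nM, ATP 2 mM final; pH 8.0, 2 mM MgCl2, 2.5 ug/ml poly(dI-dC); 15 min compound preincubation; discontinuous kinetic read over 2 h at RT.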
# GoLoco inh red: inhibitors of human Gai1-RGS12 GoLoco interaction (red fluorophore); P63096; Gai1:RGS12 GoLoco peptide FP, rhodamine, 10 min; Potency, µM (top dose mostly 61.6 µM), for inactives: at the top dose activity, negative = inhibition, hits mostly inhibitors; actives 0.44% (n = 230,000); AID 880; active means well fitted inhibition curve with a large enough effect, not every such curve was filed as active; inactive means no such curve, though single readings can be large or run the other way; further: nearly all actives have a fitted effect of over 30% in size; many of its hits are not listed in these tables
# Target sequence (P63096 whole entry, looked up): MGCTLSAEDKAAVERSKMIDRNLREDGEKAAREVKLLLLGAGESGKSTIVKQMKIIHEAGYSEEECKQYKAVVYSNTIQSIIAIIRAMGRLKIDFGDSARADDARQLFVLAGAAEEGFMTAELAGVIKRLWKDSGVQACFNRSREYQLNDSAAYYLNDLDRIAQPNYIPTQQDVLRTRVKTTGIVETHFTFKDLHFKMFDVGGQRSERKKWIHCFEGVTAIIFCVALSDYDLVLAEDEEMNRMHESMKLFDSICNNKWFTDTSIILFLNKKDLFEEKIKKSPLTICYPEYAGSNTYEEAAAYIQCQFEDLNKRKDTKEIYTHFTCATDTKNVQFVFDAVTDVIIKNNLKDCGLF
# GAA inh: inhibitors of human lysosomal alpha-glucosidase. P10253. purified human GAA, 4-MU-alpha-glucoside fluorescence. Potency, µM (series often up to 76.9 µM), for the others: top-dose activity change, negative = inhibition, usual class: inhibitors. actives 0.005% (n = 200,000). AID 1466;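 further: plate controls were uninhibited enzyme wells for no effect and no-enzyme background for full effect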
#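 qHTS format, compound range up to 77 uM. Human lysosomal enzyme at 4 nM, 400 uM 4-MU glucoside substrate, pH 5.0, 20 min room temperature; fluorescence after alkaline stop gives activity normalized to controls.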
# TexasRed fluor: alters Texas Red total fluorescence, flagging assay interference; AID 1479; actives 0.29% (n = 280,000); TRb/SRC2 Texas Red total fluorescence interference; Potency, µM (doses to about 106 µM), inactives show at the top dose fluorescence change, negative = quenching; active means well fitted curve in either direction with a large enough effect; inconclusive means small, poorly fitted or top-dose-only effect
#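 Flags fluorescent or light-absorbing compounds by total fluorescence, S + 2P, at 555 nm excitation and 632 nm emission. Mixture: 20 nM Texas Red SRC2 peptide, 0.6 uM human TRb LBD, 1 uM T3, 5% DMSO; compound exposure 5 h at ambient temperature.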
# TRb-SRC2 inh: TRbeta-SRC2 interaction inhibition | TRbeta-SRC2 peptide binding, fluorescence polarization; receptor liganded with 1 µM T3 | Potency, µM (titrated, usually from 106 µM), inactives show top-dose activity change, negative = inhibition, actives largely listed as inhibitors | actives 0.065% (n = 280,000);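 further: plate controls were bound peptide for no effect and peptide without receptor for full effect; nearly all actives have a fitted effect of over 50% in size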
#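 Each compound concentration gave % activity, normalized to unbound and bound Texas Red SRC2 controls, from polarization read after 5 hr ambient incubation with T3-loaded human TRb LBD.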
# GAA glycogen: GAA glycogen-cleavage inhibition or activation; actives 0.38% (n = 300,000); recombinant GAA, glycogen substrate, Amplex Red glucose oxidase fluorescence; Potency, µM (top dose mostly 76.4 µM), for the others: at the top dose activity change, negative = inhibition, hits mostly inhibitors; P10253; AID 2100;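 further: 0% = full enzyme reaction and -100% = no-enzyme basal signal; the screen sought inhibitors and activators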
#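 Recombinant human enzyme (4 nM); glycogen substrate; 37 C, 40 min, pH 5.0. Readout: coupled glucose oxidase/Amplex Red fluorescence.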
# GAA spleen mod: inhibitors or activators of human alpha-glucosidase in spleen homogenate | AID 2112 | Potency, µM (top dose mostly 79.9 µM), for the others: at the highest dose activity change, negative = inhibition, hits mostly inhibitors | actives 0.006% (n = 240,000) | human spleen homogenate, 4-MU-alpha-glucoside fluorescence | P10253;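 further: 0% = enzyme with vehicle and -100% = no enzyme basal signal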
#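 Human spleen homogenate (1 ug) incubated with compounds and 1 mM 4-methylumbelliferyl-alpha-D-glucopyranoside in pH 5.0 citrate/phosphate buffer, 37 C, 40 min. Stopped at pH 10; 4-MU fluorescence (Ex 365/Em 440 nm); AC50 by Hill fit.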
# Active calls of the source: *; i = inactive; ? = inconclusive; / = no result given; & = joins results of further samples; [ ] = another dose, or the depositor's remark. Unless noted, the call rests on the fitted dose curve; in most records, active means well fitted curve in the direction sought with a large enough effect; inconclusive means small, poorly fitted or top-dose-only effect, or another doubt; inactive means no such curve, though single readings can be large; an effect the other way counts as inactive or inconclusive. Unless noted, on the % scale 0 is the no-effect control and ±100 the full control effect; potency means the concentration at half of the fitted maximal effect. An excerpt; rates above refer to the full screens.
SMILES,L3MBTL1 inh,RECQ1 inh,GoLoco inh red,GAA inh,TexasRed fluor,TRb-SRC2 inh,GAA glycogen,GAA spleen mod
Cc1ccc(NCN2C(=O)c3ccccc3C2=O)c(C)c1,-4%,-7%,2%,-1%,-1%,-2%,-2%,-3%
Nc1[nH]ncc1C(=O)Nc1cccc(C(F)(F)F)c1,-6%,-1%,1%,?,1%,2%,11µM*,-13%
Cc1ccc(S(=O)(=O)C(CCC(=O)N2CCOCC2)S(=O)(=O)c2ccc(C)cc2)cc1,0%,-4%,-1%,-4%,1%,5%,-10%,2%
CCOC(=O)c1c(NC(=O)CSc2nnc(C)c(=O)[nH]2)sc(C)c1-c1ccc(C)cc1,/,i,-4%,/,-1%,2%,-4%,4%
O=C(NNC(=O)c1cc2cc3ccccc3nc2s1)c1cccc(C(F)(F)F)c1,-3%,-6%,54%[activator],-5%,1%,4%,-1%,-2%
CCOC(=O)c1c(C)nc(-c2ccccc2)nc1NC(C)=O,2%,-2%,-3%,-7%,2%,8%,-3%,2%
Cc1cc(C)nc(Oc2ccc([N+](=O)[O-])cc2)n1,/,-3%,-3%,1%,-5%,-10%,-3%,-4%
CCN1CCSc2ccc(C(=O)NCc3cccc(Br)c3)cc21,-6%,/,/,/,-17%,-1%,-21%&-8%[76.3 µM],/
O=S(=O)(O)c1nc2ccccc2n1Cc1ccc(Cl)cc1Cl,4%,5%,-12%,-5%,-8%,1%,9%,-17%
COC(=O)c1cc(NC(=O)CC2C(=O)NCCN2C(=O)c2ccccc2)cc(C(=O)OC)c1 (stereo unspecified),/,0%,4%,-2%,-6%,-3%,4%,-2%

# Full records, quoted from the list. Order of values: L3MBTL1 inh	RECQ1 inh	GoLoco inh red	GAA inh	TexasRed fluor	TRb-SRC2 inh	GAA glycogen	GAA spleen mod
# CCOC(=O)c1c(C)nc(-c2ccccc2)nc1NC(C)=O across the screens: 2%	-2%	-3%	-7%	2%	8%	-3%	2%
# CCOC(=O)c1c(NC(=O)CSc2nnc(C)c(=O)[nH]2)sc(C)c1-c1ccc(C)cc1 across the screens: /	i	-4%	/	-1%	2%	-4%	4%
# Nc1[nH]ncc1C(=O)Nc1cccc(C(F)(F)F)c1 across the screens: -6%	-1%	1%	?	1%	2%	11µM*	-13%
# O=C(NNC(=O)c1cc2cc3ccccc3nc2s1)c1cccc(C(F)(F)F)c1 across the screens: -3%	-6%	54%[activator]	-5%	1%	4%	-1%	-2%
# Cc1cc(C)nc(Oc2ccc([N+](=O)[O-])cc2)n1 across the screens: /	-3%	-3%	1%	-5%	-10%	-3%	-4%

# Remaining list, next part:
SMILES,L3MBTL1 inh,RECQ1 inh,GoLoco inh red,GAA inh,TexasRed fluor,TRb-SRC2 inh,GAA glycogen,GAA spleen mod
c1csc(-c2ccc3ccccc3n2)c1,25%,2%,12%,-1%,-2%,-6%,-3%,7%
CCCC(c1nnnn1Cc1ccc(F)cc1)N1CCN(CC)CC1 (stereo unspecified),2%,-12%,-2%,11%,6%,-1%,9%,-1%
COC(=O)CCSCC(=O)Nc1cc(C)on1,8%,0%,1%,0%,-3%,-3%,3%,-4%
CCCCc1c2ccccc2nc2[nH]c3ccccc3c12,/,-6%,1%,/,-1%,-1%,/,5%
Cc1cccc(-n2nnnc2SCC(=O)c2cc(C)n(CC3CCCO3)c2C)c1 (stereo unspecified),-3%,-7%,-1%,-3%,-2%,-8%,-2%,4%
CC(=O)NNC(=S)NC(=O)c1cccc([N+](=O)[O-])c1,1%,-5%,-5%,6%,-3%,-9%,-24%,-4%
CC(C)=NO[C@@H](C)c1cn([C@@H]2COC[C@@H]2O)nn1,/,i[11.5 µM],/,/,4%[11.2 µM],0%[11.2 µM],/,-1%[17.4 µM]
CCNC(=O)C(=O)NCc1ccncc1,3%,i,9%,6%,-4%,6%,0%,6%
N#CCSCC(=O)Nc1ccc(Br)cc1,/,0%,11%,-2%,1%,-3%,-7%,4%
CC(=O)/C(N=Nc1ccc(OC(F)(F)F)cc1)=C(\C)O,-9%,-4%,6%,/,-5%,5%,1%,4%
CCCCNC(=O)c1ccc(CNc2c(N3CCC(C(=O)OCC)CC3)c(=O)c2=O)cc1,8%,-9%,8%,1%,2%,-7%,-13%,-7%
Cc1ccc(OCC(=O)Nc2ccc(O)c(C(=O)O)c2)cc1C,0%,-13%,9%,-1%,-2%,-10%,2%,-9%
Cc1cccc(OCC(O)CN2CCN(C3CCCCC3)CC2)c1 (stereo unspecified),6%,-6%,-14%,?,0%,-11%,-2%,-9%
CCOc1ccccc1NC(=O)C1CCN(C(=O)c2cccs2)CC1,-1%,i,11%,?,0%,6%,19%,-3%
COc1ccc(C(C)C)cc1S(=O)(=O)Nc1ccncc1,/,3%,-3%,4%,-1%,2%,1%,1%
O=C(CN(C(=O)CSc1nc2ccccc2o1)c1ccccc1)NC1CCCCC1,-9%,i,-11%,4%,1%,-7%,12%,-16%
COc1ccc(N/C=C(\C(C)=O)c2ccc(OC)c(OC)c2)cc1OC,2%,i,11%,-10%,-5%,-4%,?,-2%
CSCC[C@H](NC(=O)[C@H](CC(C)C)NC(=O)[C@H](CO)NC(=O)[C@H](CCC(=O)O)NC(=O)[C@H](CC(C)C)NC(=O)[C@H](Cc1ccc(O)cc1)NC(=O)[C@H](CCCCN)NC(=O)[C@H](CCCCN)NC(=O)[C@H](C)NC(=O)[C@H](CO)NC(=O)[C@H](CC(C)C)NC(=O)[C@H](CCC(N)=O)NC(=O)CNC(=O)[C@H](CC(C)C)NC(=O)[C@H](CC(C)C)NC(=O)[C@H](CCCCN)NC(=O)[C@H](CO)NC(=O)[C@H](Cc1ccccc1)NC(=O)[C@H](CC(=O)O)NC(=O)[C@H](CO)NC(=O)[C@@H](NC(=O)[C@H](Cc1ccccc1)NC(=O)[C@@H](NC(=O)CNC(=O)[C@H](CC(=O)O)NC(=O)[C@H](C)NC(=O)[C@@H](N)Cc1cnc[nH]1)C(C)C)[C@@H](C)O)C(N)=O,/,-17%,/,/,-7%,-7%,/,-1%
COc1ccc(Cl)cc1NC(=O)CN(C)C(=O)CNC(=O)C12CC3CC(CC(C3)C1)C2,/,i,-6%,-4%,2%,-18%,-6%,-1%
COc1ccccc1N(CC(=O)NCCSc1ccccc1)S(C)(=O)=O,6%,0%,11%,-3%,-1%,-7%,3%,0%

# Given with bars between the fields: part of the list above.
mol | L3MBTL1 inh | RECQ1 inh | GoLoco inh red | GAA inh | TexasRed fluor | TRb-SRC2 inh | GAA glycogen | GAA spleen mod
Cc1ccc(S(=O)(=O)C(CCC(=O)N2CCOCC2)S(=O)(=O)c2ccc(C)cc2)cc1 | 0% | -4% | -1% | -4% | 1% | 5% | -10% | 2%
CCOC(=O)c1c(NC(=O)CSc2nnc(C)c(=O)[nH]2)sc(C)c1-c1ccc(C)cc1 | / | i | -4% | / | -1% | 2% | -4% | 4%

# Following part.
SMILES,L3MBTL1 inh,RECQ1 inh,GoLoco inh red,GAA inh,TexasRed fluor,TRb-SRC2 inh,GAA glycogen,GAA spleen mod
CC(C)=NOC(=O)c1c(C)noc1-c1snnc1C,/,-16%,-3%,/,-5%,-2%,2%,-3%
Cc1ccc(S(=O)(=O)NC(CC(=O)n2nc(C)cc2C)c2ccccc2)cc1 (stereo unspecified),/,-12%,-4%,-9%,-1%,4%,2%,-1%
COc1ccc(C=O)cc1Cn1cnc2c(cnn2C)c1=O,/,-12%,8%,3%,-1%,-2%,10%,2%
CCCn1nnnc1-c1ccc(Cl)cc1,14%,-4%,-20%,0%,-1%,10%,10%,2%
COc1cccc(C(=O)SC2=NCCS2)c1,0%,i,8%,-9%,2%,-6%,0%,4%
Cc1ccc(CNC(=O)CC2Sc3ccccc3NC2=O)cc1 (stereo unspecified),10%,-10%,3%,?,-3%,4%,17%,4%
CC1CCN(CCOCCSc2ccc(Cl)cc2)CC1,-1%,-6%,9%,-8%,1%,3%,21%,4%
O=C(CNC(=O)c1ccccc1)N/N=C/c1cn[nH]c1-c1ccccc1,-7%,-8%,6%,4%,-1%,-9%,3%,-3%
Cn1c(=O)oc2cc(S(=O)(=O)N3CCCC(C(=O)N4CCc5ccccc5C4)C3)ccc21 (stereo unspecified),/,-7%,0%,?,-2%,10%,5%,-5%
COc1ccc2c(CCNC(=O)c3ccc([N+](=O)[O-])cc3)c[nH]c2c1,-21%,-15%,12%,?,2%,3%,-4%,-6%

# Random excerpt: three compounds from above
SMILES,L3MBTL1 inh,RECQ1 inh,GoLoco inh red,GAA inh,TexasRed fluor,TRb-SRC2 inh,GAA glycogen,GAA spleen mod
O=C(CNC(=O)c1ccccc1)N/N=C/c1cn[nH]c1-c1ccccc1,-7%,-8%,6%,4%,-1%,-9%,3%,-3%
CC1CCN(CCOCCSc2ccc(Cl)cc2)CC1,-1%,-6%,9%,-8%,1%,3%,21%,4%
CCCn1nnnc1-c1ccc(Cl)cc1,14%,-4%,-20%,0%,-1%,10%,10%,2%

# Next part:
SMILES,L3MBTL1 inh,RECQ1 inh,GoLoco inh red,GAA inh,TexasRed fluor,TRb-SRC2 inh,GAA glycogen,GAA spleen mod
O=c1ccc2ccccc2o1,7%,0%&-13%,1%&9%&9%,3%[15.4 µM],5%[5.17e+03 µM],-6%[5.17e+03 µM],5%,6%&-4%&6%
CCOC(=O)c1cc2c(nc1NC(=S)Nc1ccccc1)CC(C)(CC)OC2 (stereo unspecified),11%,3%,-2%,5%,-1%,-10%,18%,7%
COc1cccc(-n2c(SCC#N)nnc2-c2cnccn2)c1,5%,-3%,-9%,-5%,1%,0%,-5%,3%
O=C1OC2CC3CC1CC(O)(C3)C2 (stereo unspecified),9%,-1%,7%,-6%,-1%,-4%,0%,-14%
CC(Oc1cc(C(F)(F)F)cc(C(F)(F)F)c1)C(=O)NC(N)=O (stereo unspecified),0%,i,10%,-4%,-3%,-2%,-1%,-2%
CCN(CC)CCN=C1CCCc2ccccc2N1,3%,-6%,6%,1%,4%,1%,10%,9%
CCOC(=O)CSc1ccc(S(=O)(=O)N2CCCCC2)cc1[N+](=O)[O-],-15%,-4%,1%,1%,-3%,9%,12%,-6%
COC(=O)c1ccccc1NC(=O)c1cc(-c2ccc(O)cc2)on1,1%,-10%,3%,-2%[15.4 µM],2%,0%,9%,-9%
